Assay outcomes: PubChem BioAssay, several laboratories
eIF4E 4G PPI: blocks eIF4E binding to eIF4G. inhibition, % at 21.7 µM. TR-FRET eIF4E-eIF4GI(517-606) binding, 2 h. hit rate 0.37% among 220,000. P63073+Q04637;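 active means inhibition above about 30%, limit read from the data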;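 further: 0% = full FRET control wells and 100% = background wells lacking eIF4GI fragment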
Wee1 stabilizer: inhibitors of human Wee1 degradation. AID 1321. P30291. HeLa Luc-Wee1K328M stability, luciferase luminescence; 100% = proteasome inhibitor MG132 effect. reporter increase, % at 5 µM. hit rate 1.2% among 220,000;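 active means activation above the mean of all tested compounds plus 3 SD, set per screening run, cut at about 8.8% in these data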;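 further: cells exposed to compound for 20 h before luminescence read; 0% = DMSO alone and 100% = MG132 at 30 µM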
PERK inh: human PERK inhibition, primary cell-based screen; Q9NZJ5; CHO PERK-DD fusion, SEAP luminescence translation reporter; inhibition, % at 5.6 µM; hit rate 0.17% among 220,000;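 active means inhibition above the mean inhibition of all tested compounds plus 3 SD, set separately per screening campaign, cut at about 2.9% in these data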;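 further: PERK kinase domain activated by AP20187 dimerizer at 100 nM; 0% = DMSO with dimerizer and 100% = rapamycin at 8.4 µM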
S1P4 antagonist: antagonists of human S1P4 receptor. AID 1510. O95977. hit rate 0.26% among 220,000. S1P4-expressing cells, antagonist mode, reporter read-out. inhibition, % at 4.98 µM; in the data active means inhibition above about 29%;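 further: 0% = wells stimulated with agonist and 100% = vehicle wells without agonist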
Target sequence (O95977 whole entry, looked up): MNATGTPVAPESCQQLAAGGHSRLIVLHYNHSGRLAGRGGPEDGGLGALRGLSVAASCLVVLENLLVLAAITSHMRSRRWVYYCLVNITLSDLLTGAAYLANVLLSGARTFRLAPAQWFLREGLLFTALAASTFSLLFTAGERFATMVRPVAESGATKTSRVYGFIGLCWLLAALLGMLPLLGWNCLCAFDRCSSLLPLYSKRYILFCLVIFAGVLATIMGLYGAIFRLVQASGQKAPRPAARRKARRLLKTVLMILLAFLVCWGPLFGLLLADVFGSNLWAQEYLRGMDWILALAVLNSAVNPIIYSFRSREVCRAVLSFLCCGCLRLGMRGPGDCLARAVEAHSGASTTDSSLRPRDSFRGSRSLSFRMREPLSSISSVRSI
S1P4 ag: activates the human S1P4 receptor. O95977. AID 1509. hit rate 0.35% among 220,000. activation, % at 4.98 µM. S1P4-expressing cell line, agonist reporter assay; in the data active means activation above about 11%;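 further: 0% = DMSO vehicle and 100% = reference agonist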
BaF3 parental: counter-screen for JAK2V617F inhibitors: parental Ba/F3 viability inhibitors. inhibition, % at 5.6 µM. hit rate 1.1% among 220,000. CellTiter-Glo ATP luminescence;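 active means inhibition above a per-campaign cutoff, the mean inhibition of all tested compounds plus 3 SD, cut at about 27% in these data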;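 further: 0% = DMSO wells and 100% = JAK Inhibitor I control wells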
Ba/F3 V617F tox: loss of viability in JAK2V617F-driven Ba/F3 cells. Ba/F3 EpoR-JAK2V617F viability, ATP luminescence. inhibition, % at 5.6 µM. hit rate 1.1% among 220,000;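 active means inhibition above the campaign mean plus 3 SD over all tested compounds, cut at about 24% in these data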;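 further: cytokine-independent growth of Ba/F3 cells driven by EpoR plus mutant JAK2; 0% = DMSO-treated cells and 100% = JAK inhibitor I control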
NPY2 pot ag: human NPY-Y2 potentiation or agonism, primary screen; P49146; cells expressing NPY-Y2, potentiator/agonist read-out; activation, % at 3.6 µM; hit rate 0.45% among 220,000; in the data active means activation above about 27%;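 further: cells stimulated with NPY near EC25 plus isoproterenol at EC100; 0% = vehicle plus submaximal agonist and 100% = vehicle plus saturating agonist; some results beyond the cut were filed as inactive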
Target sequence (P49146 whole entry, looked up): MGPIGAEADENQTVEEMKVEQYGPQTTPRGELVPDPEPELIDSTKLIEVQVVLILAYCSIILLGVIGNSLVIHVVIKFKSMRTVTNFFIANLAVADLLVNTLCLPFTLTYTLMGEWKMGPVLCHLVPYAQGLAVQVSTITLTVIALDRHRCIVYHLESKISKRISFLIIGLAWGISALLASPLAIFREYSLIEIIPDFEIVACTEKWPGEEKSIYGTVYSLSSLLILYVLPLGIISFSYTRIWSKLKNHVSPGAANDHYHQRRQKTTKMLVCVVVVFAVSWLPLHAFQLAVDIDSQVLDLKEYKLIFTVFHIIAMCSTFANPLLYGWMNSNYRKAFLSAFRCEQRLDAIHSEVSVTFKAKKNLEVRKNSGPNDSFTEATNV
MDM2 E3 inh: Mdm2 E3 ligase (human) inhibition; AID 1230; hit rate 0.11% among 210,000; cell-based MDM2 ubiquitination luciferase reporter, 2 h; 0 = plate control, 100 = twice control, blank-subtracted; signal enhancement, % at 5 µM;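 active means signal enhancement of 30% or more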;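 further: luminescence tracks abundance of the self-degrading MDM2-luciferase fusion protein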
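test system = mammalian cells stably expressing self-ubiquitinating, self-degrading MDM2 E3–luciferase fusion | quantity = 2000 cells/well | incubation = cell settling 4 h, compound treatment 2 h, both 37 °C | signal = luminescence with SteadyLite reagent, 15 min at room temperature | evaluation = % enhancement relative to plate controls after blank subtraction | benchmarks = plate controls and plate blanks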
An asterisk follows results filed as active; nt = not tested or not shown; [ ] = remark or other dose.

The line under a structure holds: eIF4E 4G PPI, S1P4 ag, NPY2 pot ag, S1P4 antagonist, Ba/F3 V617F tox, PERK inh, Wee1 stabilizer, BaF3 parental, MDM2 E3 inh
CC1=C(C(=O)Nc2ccc(C)cn2)C(c2cnn(C)c2)C2=C(CCCC2=O)N1 (centres undefined)
 : 1, 1.3, 9, -3, -1, 0.9, 3, 2, 4
O=C(COC(=O)c1cc(=O)[nH]c(=O)[nH]1)Nc1cccc(S(=O)(=O)N2CCCCC2)c1
 : -1, 1.1, 5, -7, 2, -0.1, -3, 12, 2
CCOc1ccc(/C=C/C(=O)Nc2ccccc2C(F)(F)F)cc1
 : -2, 0.1, 4, 11, 1, 1.8, 5, 5, 7
CC(NCc1ccc(F)cc1)C(=O)NC1CCCCC1 (centres undefined)
 : 3, 1.6, -4, 3, 0, 1.3, -2, 5, -14
O=C(COC(=O)Cc1ccc(Cl)cc1)Nc1ccccc1F
 : 0, 2.3, -3, -16, 0, 0.1, 4, 3, -4
Cc1cc(S(=O)(=O)N2CCCCCC2)c(Cl)cc1Cl
 : 4, 0.4, -5, 1, -2, 1.0, 0, 3, -23
COc1ccc(O)c(C(=O)c2coc(=N)c(C(=O)Nc3ccc(SC(F)F)cc3)c2)c1
 : 4, 0.1, 10, -7, -4, 0.2, -1, -1, -9
O=C(Nc1c(F)c(F)c(F)c(F)c1F)NC1CCCCC1
 : 6, 0.5, -2, -8, -3, 2.0, 3, 3, 0
O=C(NCc1cccnc1)Nc1cccc(NC(=O)NCc2cccnc2)c1F
 : -2, 3.2, -3, 12, 4, -0.3, -2, -2, -10
O=C(CCNC(=O)Cn1ccc2ccccc2c1=O)NCCc1ccccc1Cl
 : -2, -1.7, -15, -26, 1, -0.1, 2, 9, nt
CC(C)CNC(=O)c1cccc(NC(=O)Cc2ccc(Cl)cc2)c1
 : 13, 0.9, -2, -11, 1, 0.5, 2, 3, 6
Cc1cnn(C(=S)NCCc2ccccc2)c1
 : 0, -0.6, 3, -13, -3, 1.1, -1, 2, 10
c1ccc(-c2nnc(SCc3nc4ccccc4[nH]3)n2Cc2ccco2)cc1
 : 4[fluorescence artefact?], -1.0, -6, 5, -2, 0.1, -1, 1, -9
O=C(CCCNC(=O)/C(=C\c1ccc(F)cc1)NC(=O)c1ccccc1)OCc1ccccc1
 : 2, -2.7, -18, -1, -4, -0.1, 1, 3, -15
COc1ccc(NC(=O)C2CCN(C(=O)NC3CCCCC3)CC2)c(OC)c1
 : -4, -0.8, 6, -16, -1, -0.2, 3, 3, -5
COc1ccc(C(C(=O)NC2CCCC2)N(C(=O)c2ccco2)c2ccc(OC)c(OC)c2)cc1 (centres undefined)
 : -2, 1.8, 0, -14, -1, 0.0, -2, -2, 0
CC(C)CNC(=O)c1c2c(nc3ccccc13)-c1ccccc1CC2
 : -9, 0.2, -48, -5, -3, -0.1, 0, 0, -18
CCCc1cc(C(=O)N2CCCC(C(=O)c3cccc4ccccc34)C2)n(C)n1 (centres undefined)
 : 0, 0.3, -7, -6, -1, 0.8, -2, 0, 5
COc1ccc(-n2c(=S)[nH]c3cc(C(=O)NCc4ccco4)ccc3c2=O)c(OC)c1
 : nt, 0.6, -8, -2, -2, 0.5, 2, 5, -11
CN(CC(=O)Nc1ccc(N2CCOCC2)cc1)CC(=O)Nc1cccc(C#N)c1
 : 2, -0.8, 12, -8, -4, 0.7, 1, 4, 8
O=C(N/N=C/c1ccc2ncccc2c1)c1cc(-c2cccs2)nc2ccccc12
 : 3, 0.1, -15, -27, -6, 0.1, 2, 0, nt
N#CC(c1ccccn1)(c1ncc(C(F)(F)F)cc1Cl)N1CCOCC1 (centres undefined)
 : -6, 1.6, 27, -3, -3, 1.2, 1, 1, -5
CN(C)S(=O)(=O)c1ccc(NC(=O)/C=C/c2ccccc2Cl)cc1
 : 1, 3.6, -6, -25, 2, 0.0, 1, 6, -14
CC(C)c1ccc(N2C(=O)CC(NNC(=O)c3ccccc3Cl)C2=O)cc1 (centres undefined)
 : 0, -0.5, 1, 17, 2, 0.8, -3, -3, -1
NC(=O)c1sc2nc3c(c(-c4ccco4)c2c1N)CCC3
 : 5, 1.1, -13, 10, 4, 0.4, 0, 5, -3
COc1cccc(C2=NOC(C(=O)Nc3ccc4c(c3)OCO4)C2)c1 (centres undefined)
 : -1, 1.3, -7, -8, -2, 0.3, 0, 1, -12
CCCC(=O)OCCNC(=O)c1cc2ccccc2oc1=O
 : 3, 2.5, 1, -15, -4, 0.3, 1, -2, -11
O=C(CN1C(=O)NC2(CCCCCC2)C1=O)NCc1cccs1
 : -1, 5.9, 1, 10, 4, 0.3, 2, 5, -2
Cc1c(Cl)cccc1NC(=O)CSc1nnc(CCNC(=O)OC(C)(C)C)o1
 : 2, -1.4, 4, 1, 1, -0.9, 0, 4, 0
COC(=O)c1ccc(NC(=O)C2CCN(S(C)(=O)=O)CC2)cc1
 : -5, 1.1, 17, -7, -2, 1.9, 11*, 4, -7
Cc1ccccc1NC(=S)/C(=C(\[O-])c1ccc(C)c([N+](=O)[O-])c1)[n+]1ccccc1
 : -1[fluorescence artefact?], 1.3, -15, -11, -5, 0.2, 4, -3, nt
CN1CCc2cc(Cl)c(O)cc2[C@@H](c2ccccc2)C1
 : 3, 1.2, 41, -1, 1, 1.0, 2, -7, nt
O=C(c1cc([N+](=O)[O-])ccc1N1CCOCC1)N1CCOCC1
 : 9[fluorescence artefact?], 0.8, 0, -17, 3, -0.3, 0, 5, 25
O=C(CNC(=O)C1COc2ccccc2O1)N/N=C/c1ccc(O)cc1O (centres undefined)
 : -1[fluorescence artefact?], -1.4, -5, -5, 6, -0.3, -1, 13, -11
O=C(CCCOc1ccccc1)NC1CCCc2ccccc21 (centres undefined)
 : 18, 1.2, -3, -11, -4, 0.2, -1, 2, 17
Cc1ccccc1N(CC(=O)NC1CCCC1)C(=O)C1(C)CC(=O)N=C2C=CC=CN21 (centres undefined)
 : -5[fluorescence artefact?], -0.3, 10, -8, -5, 1.9, -2, 2, nt
O=C(N/N=C/c1ccc[nH]1)c1ccccc1O
 : 0, 2.6, 0, -15, -3, 1.3, 3, 1, -2
CCOC(=O)C1CCN(C(C(=O)Nc2ccc3c(c2)OCCO3)c2ccccc2)CC1 (centres undefined)
 : 7, -0.9, -20, -5, 5, -1.4, 3, 5, -4
Cc1ccc(N2C(=O)C(NC(=O)c3ccccc3)(C(F)(F)F)C3=C2CC(C)(C)CC3=O)cc1 (centres undefined)
 : 6, -0.7, 4, -4, -1, -0.1, 0, 7, -3
O=c1nc2sc3ccccc3n2c(=O)n1-c1ccc(Cl)cc1
 : 5, 1.1, -3, -2, 3, -0.2, -3, 4, -5
CNC(=S)N(Cc1ccco1)Cc1cc2cc(OC)ccc2[nH]c1=O
 : 1, 0.0, 0, 14, -1, -0.1, 1, 5, -13
BrC(=C\c1ccccc1)/C=N/N1CCN(Cc2ccccc2)CC1
 : 1, 0.1, 4, -4, 1, -0.7, -2, 1, -2
Cn1nnnc1SCC(=O)Nc1ccccc1-c1ccccc1
 : 4, 3.5, 3, -26, -1, 0.3, 0, 6, -91
O=C(O)C1C2CCCCC2=C2CCCCC2C1C(=O)c1ccccc1 (centres undefined)
 : 0, 1.7, -21, -8, -4, 0.7, -1, -1, -8
CNC(=S)NNC(=O)c1oc2nc(-c3ccccc3)cc(-c3ccco3)c2c1N
 : -10, 1.8, -6, 2, 6, 1.4, 0, 3, -16
O=C(CSc1nnc(NC2CCCCC2)s1)NCc1ccco1
 : -3, 0.8, -4, -19, -1, -0.2, -1, 2, 7
CC1(C)Cc2c(sc3nc(C4CC4)n(N)c(=O)c23)CO1
 : -3, 0.5, -4, 12, -3, 0.9, -3, 3, 3
CC(=O)c1c(C)[nH]c(C(=O)NCc2ccccc2Cl)c1C
 : -3[fluorescence artefact?], 0.5, 1, -2, -5, -1.1, 1, 0, -5
CC(C)CNC(=O)COC(=O)c1ccc([N+](=O)[O-])cc1Cl
 : 11, -0.5, 19, 20, 1, 0.6, 2, 5, 6
O=C(COc1ccc(Br)cc1Cl)c1ccc[nH]1
 : 4, 1.3, -3, -13, 4, -0.3, -1, 5, -8
Cc1ccc(NC(=O)CCSc2nnnn2-c2ccc3c(c2)OCO3)cc1C
 : 4, -3.6, -24, -14, 2, 0.6, 2, 7, -18
CCOC(=O)C(NC(=O)NCc1ccc(F)cc1)(OCC)C(F)(F)F (centres undefined)
 : -2, -0.4, -14, -26, -1, -0.2, -3, 6, -11
O=C(CCc1nnc(CCCCc2ccccc2)o1)NCc1cccc(F)c1
 : -1, 0.3, -10, -9, -3, 0.5, -1, 8, 0
CCCCNC(=O)CN1CCC2(O)CCCCC2C1c1ccccc1OC (centres undefined)
 : -4, -1.9, 3, 11, -3, 0.1, 1, 5, 2
O=C(c1ccc(CSc2nc3ccncc3[nH]2)cc1)N1CCN(c2cccc(Cl)c2)CC1
 : 1[fluorescence artefact?], 1.8, 36*, -2, -6, -0.3, 2, 6, nt
COc1ccc(-c2cc(C(=O)NCc3ccccc3)no2)cc1OC
 : 3[fluorescence artefact?], -0.2, 18, -2, 1, 0.9, -1, 7, -18
N/C(CN1CCCC1=O)=N\OC(=O)c1ccc(Cl)c(Cl)c1
 : -8, 0.6, -15, -1, 1, -0.1, -2, 1, 10
Cc1nc2ccccn2c1C(=O)N/N=C/c1ccc2c(c1)OCO2
 : 0[fluorescence artefact?], -2.6, -4, 5, -1, 1.0, 1, 10, -8
OC1(c2ccc3c(c2)OCO3)CCN(Cc2ccc(F)cc2)CC1
 : -5, -0.7, 5, -7, -1, 0.1, -2, -3, nt
COCCNC(=O)CC(NS(=O)(=O)c1ccc(C)cc1)c1ccco1 (centres undefined)
 : 0, 0.1, -7, -8, 1, 0.6, -1, 2, -24
